Screening results: PubChem BioAssay, The Scripps Research Institute Molecular Screening Center
PAFAH2 inh = PAFAH2 (human) inhibition; actives 0.99% (n = 340,000); recombinant PAFAH2, FP-rhodamine activity probe, fluorescence polarization; AID 492956; inhibition, % at 3.39 µM;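 active = inhibition above the mean over all tested compounds plus 3 SD, cut at about 30% in these data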;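 also: inhibitors block probe labeling of enzyme so polarization drops; 0% = enzyme with DMSO and 100% = wells lacking PAFAH2 protein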
LYPLA2 inh = blocks human lysophospholipase 2, a PME1 counter-screen; O95372; recombinant LYPLA2, FP-Rh probe fluorescence polarization; inhibition, % at 5.9 µM; actives 0.38% (n = 320,000); AID 2177;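 active = inhibition above the screen-wide mean plus 3 SD, limit set per campaign, cut at about 26% in these data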;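 also: 0% = LYPLA2 with DMSO and 100% = wells lacking LYPLA2 enzyme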
Target sequence (O95372 whole entry, looked up): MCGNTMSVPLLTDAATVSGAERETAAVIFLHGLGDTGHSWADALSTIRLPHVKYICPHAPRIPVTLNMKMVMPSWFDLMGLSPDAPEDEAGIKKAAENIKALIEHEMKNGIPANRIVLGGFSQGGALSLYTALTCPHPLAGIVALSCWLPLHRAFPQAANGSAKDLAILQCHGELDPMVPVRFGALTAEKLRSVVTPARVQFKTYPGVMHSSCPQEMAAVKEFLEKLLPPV
EBNA-1 inh = blocks EBNA-1 binding to DNA. EBNA-1 DNA binding, fluorescence polarization. actives 0.34% (n = 300,000). inhibition, % at 14.8 µM; in the data active = inhibition above about 28%
LYPLA1 counter = counter-screen for PME1 inhibitors: inhibitors of human LYPLA1. recombinant LYPLA1, FP-Rh probe fluorescence polarization. inhibition, % at 5.9 µM. actives 0.16% (n = 320,000);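 active = inhibition above the mean of all tested compounds plus 3 SD, set per campaign, cut at about 14% in these data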;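 also: inhibitors block serine hydrolase probe labeling of LYPLA1 so polarization falls; 0% = enzyme with DMSO and 100% = wells lacking LYPLA1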
PAFAH1B3 FP inh = PAFAH1B3 (human) inhibition. actives 0.28% (n = 340,000). inhibition, % at 3.39 µM. recombinant PAFAH1B3, FP-rhodamine probe, fluorescence polarization;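 active = inhibition above the screen-wide average of all tested compounds plus 3 SD, cut at about 25% in these data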;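 also: 0% = enzyme with DMSO only and 100% = wells lacking PAFAH1B3 protein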
Target sequence (Q15102 whole entry, looked up): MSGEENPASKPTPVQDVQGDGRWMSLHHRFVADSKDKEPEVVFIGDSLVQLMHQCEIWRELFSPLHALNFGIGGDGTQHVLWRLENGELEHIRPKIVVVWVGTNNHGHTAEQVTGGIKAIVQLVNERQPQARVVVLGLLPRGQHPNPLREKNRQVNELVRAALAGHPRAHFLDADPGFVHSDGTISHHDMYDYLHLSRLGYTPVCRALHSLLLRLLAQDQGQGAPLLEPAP
pPAFAH FP inh = pPAFAH (human) enzyme inhibition; Q13093; recombinant pPAFAH, FP-rhodamine probe fluorescence polarization; inhibition, % at 3.39 µM; actives 1.5% (n = 330,000); AID 463082;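 active = inhibition above the mean inhibition across the screen plus 3 SD, cut at about 25% in these data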;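 also: inhibitors block binding of the rhodamine activity-based probe so polarization drops; 0% = enzyme with DMSO and 100% = wells lacking pPAFAH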
ZTA DNA inh = blocks Epstein-Barr virus ZTA, an EBNA-1 counter-screen; actives 0.15% (n = 320,000); AID 2234; inhibition, % at 11 µM; ZTA-DNA binding, fluorescence polarization; in the data active = inhibition above about 33%
Target sequence (P03206 whole entry, looked up): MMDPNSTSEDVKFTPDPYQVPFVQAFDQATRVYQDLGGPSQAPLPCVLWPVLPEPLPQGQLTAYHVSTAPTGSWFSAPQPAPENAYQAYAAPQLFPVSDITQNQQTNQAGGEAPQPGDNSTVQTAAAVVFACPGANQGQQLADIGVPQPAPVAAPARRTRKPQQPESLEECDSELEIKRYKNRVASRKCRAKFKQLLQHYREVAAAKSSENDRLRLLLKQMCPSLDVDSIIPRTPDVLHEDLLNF
PREPL inhibitor = inhibits the human prolyl oligopeptidase-like enzyme. recombinant PREPL, fluorescence polarization activity-based probe. actives 0.68% (n = 320,000). inhibition, % at 5.96 µM. Q4J6C6; in the data active = inhibition above about 43%;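 also: 0% = enzyme with DMSO and 100% = wells lacking enzyme; many of its hits are not listed in these tables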
PAFAH1B2 inh = inhibitors of human PAFAH1B2; actives 1.2% (n = 340,000); recombinant PAFAH1B2, FP-rhodamine activity probe, fluorescence polarization; AID 492953; inhibition, % at 3.39 µM;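 active = inhibition above the mean of all tested compounds plus 3 SD, cut at about 24% in these data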;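 also: 0% = enzyme with DMSO and 100% = wells lacking PAFAH1B2; many of its hits are not listed in these tables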
Target sequence (P68402 whole entry, looked up): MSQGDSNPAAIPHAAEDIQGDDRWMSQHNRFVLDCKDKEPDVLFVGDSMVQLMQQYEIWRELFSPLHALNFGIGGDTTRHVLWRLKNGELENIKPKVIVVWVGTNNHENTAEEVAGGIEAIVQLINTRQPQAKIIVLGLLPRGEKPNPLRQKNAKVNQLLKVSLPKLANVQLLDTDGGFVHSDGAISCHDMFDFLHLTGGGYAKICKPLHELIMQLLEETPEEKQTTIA
An asterisk follows results filed as active; . = no result given; & = joins results of further samples. Some of the compounds tested (hit frequency here may not be typical).

SMILES	PAFAH1B3 FP inh	LYPLA2 inh	PAFAH1B2 inh	LYPLA1 counter	EBNA-1 inh	pPAFAH FP inh	ZTA DNA inh	PREPL inhibitor	PAFAH2 inh
CC(=O)Nc1ccc(C(=O)OCC(=O)NCc2ccccc2)cc1	8	2	2	-2	-2	-6	-3	7	55*
C/C(=N/Nc1ccc(Cl)cc1)c1cnnc(-c2ccccc2)n1	-1	-6	-2	2	-9	-1	8	10	-2
COCCCn1c(=O)/c(=C\c2ccccc2OC(F)F)s/c1=C(/C#N)C(=O)NCCOC	6	13	5	1	-6	4	-19	-2	3
Cc1cc2oc(=O)sc2cc1NS(=O)(=O)c1cccc2cccnc12	7	-3	4	-6	-2	16	4	-1	-6
Cc1ccc2c(c1)N(CC(=O)N1CCCC1)C(=O)CO2	1	7	3	5	-21	-6	-7	1	1
COC(=O)c1ccc(NS(=O)(=O)c2cc(-c3cc(C)no3)ccc2OC)cc1	5	-1	4	0	-1	18	4	-3	1
COc1ccc(N2CC(C(=O)Nc3ccc(S(=O)(=O)N4CCCCC4)cc3)CC2=O)cc1 (stereo not given)	3	13	1	1	6	17	-1	2	1
Cc1ccc(C(=O)NNC(=O)CCn2nnc3ccccc32)cc1	11	5	1	-1	0	3	-3	8	-4
CNC(=O)COc1coc(CN2CCN(c3ccc(F)cc3)CC2)cc1=O	6	3	4	1	5	1	-6	11	5
CNCCCOc1cccc(OC(C)C)c1	0	-4	3	-1	9	1	3	-9	10
COc1ccc(OC)c(-c2csc(NC(=O)Cc3ccccc3F)n2)c1	0	-25	5	-18	-15	7	0	7	-1
CSc1ncccc1C(=O)OCC(=O)c1ccc[nH]1	10	.	6	.	.	-2	.	12	-2
COc1cccc(C2=CC(c3ccc(C)cc3)n3ncnc3N2)c1 (stereo not given)	.	2	.	-1	-4	4	5	14	.
CCOC(=O)N1CCN(C(=O)c2cc(OC)c(OC)c(OC)c2)CC1	6	4	-1	3	5	-3	-3	18	-3
Cc1cccc(C)c1NC(=O)c1ccc(CN2CCc3ccccc3C2)cc1	0	1	-1	-1	4	1	-15	-4	11
COc1ccc(CNC(=O)CC23CC4CC(CC(C4)C2)C3)cc1	3	0	9	0	-14	0	15	6	2
CCn1ccnc1CN(C)C(=O)c1cc(COc2ccccc2SC)on1	5	-1	0	-6	4	5	6	11	0
COc1ccc2nc(NC(=O)[C@@H]3CCCN3C(=O)c3cccs3)sc2c1	8	0	1	0	-11	-7	-13	-8	1
CC(C)c1ccc(Cc2nnc(NCCCO)[nH]c2=O)cc1	4	2	-3	1	-14	0	-11	3	7
CCOC(=O)CNC(=O)c1c(C)nn(C)c1Cl	6	-1	-1	-1	-10	-9	-5	10	-6
CCOC(=O)C(=NC(C)CC)NNc1cccc(C(F)(F)F)c1 (stereo not given)	3	2	5	-3	2	4	-14	16	3
CCN(CC)C(=O)c1cnn(-c2ccccc2)c1NC(=O)c1ccccc1F	4	0	3	-1	5	4	8	8	-12
CCN1CCn2c3c(c4cccc(C)c42)CCCC31 (stereo not given)	4	-5	-2	1	-5	-4	-7	26	-6
O=C(Nc1nccs1)NC(C(F)(F)F)C(F)(F)F	1	-1	6	-5	-7	1	2	20	8
CCCNC(=O)c1ccc(Cn2c(=S)[nH]c3c([nH]c4ccc(OC)cc43)c2=O)cc1	3	-3	6	3	-9	0	11	1	-6
C#CCOCCOCCOCCNc1nc(N2CCN(C(=O)CCCCCCCCCCNC(=O)[C@@H](CCSC)n3cc(CCO)nn3)CC2)nc(N2CCN(C(=O)CCCCCCCCCCNC(=O)[C@H](CO)n3cc(CCCCCN)nn3)CC2)n1	6	14	3	0	-6	3	4	48*	-6
Cc1ccc(F)c(CNC(=O)C2CCC(=O)N(CCN3CCOCC3)C2)c1F (stereo not given)	6	-3	6	0	-3	7	0	5	0
Cc1ccc(-c2nc(CS(=O)(=O)CC(=O)NCc3ccc4c(c3)OCO4)c(C)o2)cc1	6	7	7	2	-9	3	-6	-25	1
O=C(Cc1c(O)c2ccccc2[nH]c1=O)OC1CCCCC1	4	6	2	3	0	1	-15	-3	8
CCOC(=O)c1c(NC(=O)c2cccs2)sc2c1CC(C)(C)OC2	2	-1	3	-3	-7	1	4	-7	-8
O=C(NCC(=O)N1CCN(c2ncccn2)CC1)c1ccc(F)cc1	-1	3	4	-5	.	-6	1	11	-2
Cc1ccccc1NC(=S)NCc1ccc2c(c1)OCO2	7	3	6	0	4	8	7	-5	9
OC(CNCC1CCCO1)COc1ccc(OCC(O)CNCC2CCCO2)cc1 (stereo not given)	2	7	3	3	-3	-1	14	6	10
COc1ccccc1-n1c(SCC(N)=O)nc2sc3c(c2c1=O)CCC3	1	2	8	0	-2	-2	-4	15	-1
C=CCn1c(Cc2ccccc2)nc2c(cnn2-c2ccccc2)c1=O	11	-3	5	1	-4	4	-1	-15	-8
CCC(C)NS(=O)(=O)c1ccc(S(=O)(=O)N(CC(=O)Nc2ccccc2)CC2CCCO2)cc1 (stereo not given)	-5	8	-3	-4	6	31*	10	15	-2
Cc1csc(NC(=O)CSc2ncc(-c3ccccc3)[nH]2)n1	1	-5	0	1	1	8	6	-2	-2
COC(=O)c1c(NC(=O)COC(=O)CCS(=O)(=O)c2ccc(C)cc2)sc(C)c1C	-2	-5	-2	-5	14	4	18	9	2
COc1ccc(N2CCN(C(=O)c3ccc(N4CCCCS4(=O)=O)cc3)CC2)cc1	-1	63*	2	0	-9	5	-3	0	8
CC(C)=CCN1CCN(Cc2ccc(Sc3nncn3C)o2)CC1CCO (stereo not given)	-7	-2	2	-7	-1	1	0	5	2
Cn1cc(C(=O)c2ccc(F)cc2)cc1-c1nc2ccccc2n1C	2	0	2	-2	-15	-7	-14	-2	2
CCOc1ccc(CCNC(=O)c2cccc(S(=O)(=O)N3CCCCC3)c2)cc1OCC	-4	-2	4	-1	-7	0	-3	4	2
Cc1ccccc1OCc1n(CC(=O)OC2CC(C)CCC2C(C)C)c2ccccc2[n+]1C (stereo not given)	12&-3	6	3&-1	-1	-2	-2	-16	14	4&-5
CCn1cc(C(=O)O)c(=O)c2cnc(N3CCN(C(=S)NC(=O)c4ccc(Cl)cc4)CC3)nc21	.	3	.	-1	1	2	-7	-16	.
CCOc1cc(C(=O)NCc2ccc(-c3nc4ccccc4o3)cc2)cc(OCC)c1OCC	-3	-3	0	0	-22	-6	5	10	1
CCC(CC)c1nnc(NC(=O)C23CC4CC(CC(NC(C)=O)(C4)C2)C3)s1	2	-1	1	-3	-1	3	1	4	2
Cc1ccc(-n2c(SCC(=O)N(C)C)nnc2-c2ccco2)cc1	11	-2	5	6	-19	1	-6	13	-2
Cc1cccc(N2CCN(C(=O)c3c(-c4ccccc4Cl)noc3C)CC2)c1C	5	3	2	0	9	2	-17	15	2
CC(C)(C)c1cc(N/C=C\c2nnnn2-c2ccc(Br)cc2)no1	7	2	9	-1	14	4	18	-7	3
Cc1cc(C)nc(N2CCCC(C(=O)NCCc3ccc(F)cc3)C2)n1 (stereo not given)	1	-4	-6	2	0	4	2	0	-9
CC(Sc1cccc(C(F)(F)F)c1)C(=O)NC(N)=O (stereo not given)	3	4	0	1	-2	7	-4	7	0
CCN(CC)CCn1c2c(c(SCC(=O)Nc3nc4ccccc4s3)nc1=O)CCC2	7	1	3	0	5	4	5	21	8
Cc1cccc(N(C(=O)c2snc(C(N)=O)c2N)C(C(=O)NCC2CCCO2)c2ccc(N(C)C)cc2)c1C (stereo not given)	-4	-6	2	-1	40*	3	14	0	-4
CCC(O)(CCN1CCCCC1)c1ccccc1 (stereo not given)	4	1	0	-2	-1	0	-18	-2	4
CC1CCN(C(=O)Cn2c3ccccc3c3nc4n(c(=O)c32)CCS4)CC1	3	-1	2	1	1	-2	0	9	4
CC(C)OC(=O)C(C(=O)C(F)(F)F)c1cc(NS(=O)(=O)c2ccc3ccccc3c2)c2ccccc2c1O (stereo not given)	-9	-11	5	-4	11	16	-7	-1	13
CN(CCOc1ccc(Br)cc1)CC(O)c1ccccc1 (stereo not given)	8	-15	6	0	-10	-5	8	15	-2
COc1cccc(CC(C(=O)Nc2cc(C)ccc2C)c2nn[nH]n2)c1OC (stereo not given)	10	-4	-3	-2	-9	4	3	-1	2
Cc1cc(C)n(C(=O)Cn2nc([N+](=O)[O-])cc2C)n1	2	2	2	-1	-1	1	8	0	5
CCc1cc(-c2onc(C)c2-c2cscn2)c(O)cc1OC	2	-9	7	-1	-16	2	-12	5	8

Only PAFAH1B3 FP inh, PAFAH2 inh and ZTA DNA inh, for some of the entries so far:
structure | PAFAH1B3 FP inh | PAFAH2 inh | ZTA DNA inh
Cc1ccc(-n2c(SCC(=O)N(C)C)nnc2-c2ccco2)cc1 | 11 | -2 | -6
Cc1cccc(N2CCN(C(=O)c3c(-c4ccccc4Cl)noc3C)CC2)c1C | 5 | 2 | -17

(more compounds)
SMILES	PAFAH1B3 FP inh	LYPLA2 inh	PAFAH1B2 inh	LYPLA1 counter	EBNA-1 inh	pPAFAH FP inh	ZTA DNA inh	PREPL inhibitor	PAFAH2 inh
Cc1ccc(/C=C/C(=O)c2ccc(O)cc2)cc1	0	2	5	1	2	-1	-14	-8	0
CC(=O)Nc1ccnn1C1CCN(C(=O)c2cccc(C)c2C)CC1	-4	0	10	-2	-11	1	2	6	-1
COc1ccc(OC)c(C2CC(=O)N3CN(c4cccc(Cl)c4)CSC3=C2C#N)c1 (stereo not given)	12	1	14	1	8	6	10	-8	14
O=C(CSc1nc2ccccc2c(=O)n1-c1ccc(Cl)cc1)c1ccco1	9	8	3	4	-9	-4	10	-2	-5
O=C(Nc1ccc(Cl)cc1)Nc1cnccn1	-2	0	-3	-5	9	3	3	-12	4
O=C(CN1C(=O)C(=O)c2ccccc21)OCN1C(=O)c2ccccc2C1=O	3	-3	6	0	-5	2	-7	14	6
N#Cc1nc(Cc2cccc3ccccc23)oc1NCc1ccc(F)cc1	0	-5	2	-3	7	0	-2	-1	-2
CCOc1cc(N2CCOCC2)c(OCC)cc1NC(=O)CN1C(=O)NC2(CCCCCCC2)C1=O	5	10	4	6	5	2	-3	-7	9
CC(C)Cn1c(N)c(C(=O)COC(=O)c2cc(C3CC3)nc3ccccc23)c(=O)n(C)c1=O	.	-62	.	-34	10	-15	-9	-5	.
CCCc1cc(=O)n2nc(N3CCC(C(=O)N4CCN(c5ccc(OC)cc5)CC4)CC3)sc2n1	1	51*	4	-7	3	2	-14	28	-1
O=C(Nc1ccn(CC(=O)N2CCN(c3ccccn3)CC2)c(=O)n1)OCc1ccccc1	0	8	5	5	.	1	-30	2	-11
CC1CN(C(=O)c2cnn3c(C(F)F)cc(-c4ccccc4)nc23)CC(C)O1 (stereo not given)	7	2	2	-3	-2	8	15	3	-1
CSc1ccc(CN(C)C(=O)c2cc3ccccc3o2)cc1	0	4	2	1	-6	10	-17	-2	4
Cc1cc(NC(c2ccc(Cl)cc2)c2ccc3cccnc3c2O)no1 (stereo not given)	5	-5	1	-7	-9	6	15	-15	8
CCCCn1c(N)c(N(CC)C(=O)CCNC(=O)NC23CC4CC(CC(C4)C2)C3)c(=O)[nH]c1=O	0	-2	22	1	-1	2	13	14	-9
CC(Oc1ccccc1)C(=O)Nc1ccc(S(=O)(=O)N2CCOCC2)cc1 (stereo not given)	3	2	7	-1	-2	0	-4	4	4
